FN deposit inh = fibronectin deposition inhibition | 0.086% of 350,000 active | inhibition, % at 12.6 µM | AH1F fibroblasts, Alexa488-fibronectin deposition fluorescence, overnight;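 active = mean inhibition across replicates of 30% or more, regardless of how many single replicates reach that level; inconclusive = mean under 30% yet at least half of replicates reach 30%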;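 also: positive control wells lacked labelled fibronectin entirely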
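Material: AH1F fibroblast monolayer depositing Alexa488-labelled fibronectin into matrix / Amount: 10000 AH1F cells per well / Signal: fluorescence 485/525 nm / Medium: DMEM, 2% serum / Compound: single dose, pinned / Incubation: 1 h cell adhesion before compound, then overnight fibronectin incubation / Reagent: Alexa488-FN, 24 nM final / Read-out: inhibition of fibronectin deposition signal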
CFTR F508del cor = CFTR F508del correction in bronchial cells. CFBE cells, YFP halide quenching; stimulated with forskolin plus potentiator P3; % fluorescence drop versus neutral controls. activity (quench increase), % at 7.58 µM. 0.36% of 350,000 active;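 active = mean added fluorescence quench of at least 8% versus neutral control, with both replicates also reaching 8%; inconclusive = only one of the mean or replicate conditions met; inactive = mean below 8% and not both replicates reaching 8%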;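 also: cells transiently co-express mutant CFTR-F508del with the halide-sensitive YFP; corrector assay measuring rescue of mutant channel to the surface after 24 h compound exposure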
GSIS activator = GLuc luminescence reporter in INS-1E cells, primary screen for activators of glucose-dependent secretion of insulin. INS-1E GLuc reporter insulin secretion, 2-3 h. AID 743287. 0.61% of 370,000 active. activation, % at 16.6 µM;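 active = lowest replicate activation of at least 40%, so every replicate reaches that level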;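 also: 0% = median of neutral control wells and 100% = median of IBMX positive control wells; some compounds called inactive have numbers as strong as hits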
DENV2 CPE = DENV2-induced cell death inhibition; DENV2-infected cells, cytopathic effect rescue, plate reader; CPE inhibition, % at 9.99 µM; 1.7% of 350,000 active; AID 651640; in the data active = CPE inhibition above about 20%, passing the limit was not always enough; inconclusive = no clear call, values can overlap the other calls; tested in BHK-21 cells;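 also: 0% = median of neutral control wells and 100% = median of positive control wells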
PAX8 reporter = PAX8 transcriptional activity inhibition. 1.2% of 360,000 active. RMG-I TPO-luciferase reporter, SteadyGlo, 24 h. inhibition, % at 12.6 µM. AID 652154;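 active = mean replicate inhibition at least 60% with every replicate also reaching 60%; inconclusive = only one of the two criteria is met; inactive = mean below 60% and not all replicates reaching 60%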;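 also: luciferase light reporting Pax8 driven TPO promoter activity; plate controls were median of neutral control wells for no effect and mitoxantrone controls for full effect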
EWS-Fli inh = blocks EWS/Fli oncoprotein-driven transcription. A673 NR0B1-luciferase reporter, viability-normalised. inhibition, % at 12.6 µM. 0.67% of 350,000 active. AID 651661;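 active = mean inhibition of at least 50% after viability correction, with every replicate also passing that limit; inconclusive = mean reaches 50% but only one of two replicates passes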;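 also: firefly luciferase signal divided by Alamar Blue viability fluorescence both relative to DMSO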
miR122 inh = blocks miR-122 activity in Huh7 sensor cells; Huh7 miR-122 Renilla luciferase sensor, 48 h; neutral wells = 0, positive control = 100; activation (reporter increase), % at 12.5 µM; 0.3% of 340,000 active;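 active = mean replicate activation score at least 90 and every replicate individually at or above 90; inconclusive = only one of the two criteria met; inactive = neither criterion met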;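 also: higher luciferase means less miR-122 activity so hits act as miR-122 inhibitors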
Active calls of the source: *; ? = inconclusive; nt = not tested or not shown; & = joins results of further samples; [ ] = another dose, or the depositor's remark.

smiles	FN deposit inh	CFTR F508del cor	GSIS activator	DENV2 CPE	PAX8 reporter	EWS-Fli inh	miR122 inh
COc1ccccc1C(=O)COC(=O)c1ccccc1O	-1	0.4	-6	-1	5	13	3
O=C(Nc1ccc2c(c1)[C@@H]1C[C@H](CC(=O)N3CCOCC3)O[C@@H](CO)[C@@H]1O2)C1CCOCC1	-1	1.5	-1	15	-9	3	6[16.7 µM]
C[C@@H]1CN([C@@H](C)CO)C(=O)c2cc(C3=CCCC3)cnc2O[C@H]1CN(C)C(=O)C1CC1	nt	-1.1	14	nt	nt	-8	-3[16.7 µM]
O=C1CC(C(=O)N2CCc3ccccc32)CN1c1ccc(F)cc1 (centres undefined)	3	-1.2	-9	7	2	4	-2
COCC(=O)Nc1ccc2c(c1)[C@@H]1C[C@H](CC(=O)NC3CCCC3)O[C@@H](CO)[C@@H]1O2	nt	0.3	0	0	-12	-8	0[16.7 µM]
CN(C)Cc1nc2c([nH]1)c(=O)n(C)c(=O)n2C	16	-7.8	-1	?	-3	-2	-7
C[C@@H]1CN([C@H](C)CO)C(=O)Cc2cc(NS(=O)(=O)c3ccc(Cl)cc3)ccc2O[C@@H]1CN(C)Cc1ccc(C(F)(F)F)cc1	nt	3.0	-18	-11	0	-1	-5[16.7 µM]
CCOC(=O)Cc1[nH]nc2c1C(c1ccsc1)C(C#N)=C(N)O2 (centres undefined)	4	-0.5	-9	nt	-3	2	nt
Cc1ccnc(-n2c(CCN3C(=O)c4ccccc4C3=O)nc3ccccc3c2=O)c1	0	nt	5	nt	-19	nt	7
CCCNC(=O)C[C@H]1C[C@H]2c3cc(NC(=O)C4CCOCC4)ccc3O[C@H]2[C@@H](CO)O1	0	1.8	-4	1	-8	-8	8[16.7 µM]
O=C(O)CC1c2ccccc2S(=O)(=O)N1Cc1ccccc1 (centres undefined)	-3	0.1	-8	15	-6	-7	-3
O=C(O)c1ccc(SCc2ccccc2)nc1	-1	0.3	nt	-7	-19	-18	-3
Cn1cnc(CCNC(=O)C[C@H]2CC[C@@H]3[C@H](COC[C@H](O)CN3C(=O)C3CCCC3)O2)c1	-3&5	-4.7&3.4	-3&8	1&-7	1&0	-3&4	-1[16.7 µM]
CCOC(=O)c1c(S(=O)(=O)NCc2ccc(OC)cc2)c(C)n(C)c1C	-17	0.2	6	-5	9	nt	0
Cc1ccc(NC(=O)CN2CCCC2)cc1	13	-3.0	8	17	-1	-2	-4
COc1ccc(N(CC(=O)Nc2cccc(C(C)=O)c2)S(=O)(=O)c2ccc(NC(C)=O)cc2)cc1	-14	2.1	-8	-6	12	7	nt
CC(C)C#Cc1cnc2c(c1)C(=O)N([C@H](C)CO)C[C@@H](C)[C@H](CN(C)C(=O)Nc1ccccc1)O2	-3	0.5	12	-3	nt	-6	-4[16.7 µM]
C[C@H](CO)N1C[C@H](C)[C@@H](CN(C)Cc2ccc(Oc3ccccc3)cc2)Oc2ccc(NC(=O)Nc3ccc(C(F)(F)F)cc3)cc2C1=O	nt	0.5	0	?	nt	-1	-5[16.7 µM]
CNC[C@@H]1Oc2ncc(C#Cc3cccc(F)c3)cc2C(=O)N([C@H](C)CO)C[C@@H]1C	-3	-1.4	19	?	nt	-2	nt
C=CCCC1CN(Cc2ccc(OC)cc2)S(=O)(=O)c2c(cccc2N2CCCCC2)O1 (centres undefined)	2	2.0	-5	-6	1	3	nt
CC1(C)CC2(CCO1)C(Nc1ccccc1)=NC(=S)N2CC(N)=O (centres undefined)	1	nt	7	-4	-7	6	nt
CC(C)NC(=O)N(C)C[C@@H]1Oc2ncc(/C=C/c3ccccc3)cc2C(=O)N([C@H](C)CO)C[C@@H]1C	5	3.2	-2	-3	nt	-2	-6[16.7 µM]
CC(=O)c1ccc(OCC(=O)Nc2ccccc2N2CCCC2)cc1	-5	-3.0	0	0	7	-8	3
O=c1[nH]cc(C(F)(F)F)cc1NS(=O)(=O)c1ccccc1[N+](=O)[O-]	nt	1.7	2	-6	4	-4	7
C/C=C/c1ccc([C@@H]2[C@@H](CO)N(C(C)=O)[C@@H]2CNC(=O)c2ccccc2)cc1	-7	0.4	13	11	-4	-7	-29[16.7 µM]
O=c1nc2ccccc2c(NS(=O)(=O)c2ccc(Cl)cc2)n1-c1ccccc1	-2	nt	nt	nt	-17	nt	27
C[C@H](CO)N1C[C@H](C)[C@H](CN(C)C(=O)Nc2cccc3ccccc23)Oc2ccc(NC(=O)CCN3CCOCC3)cc2CC1=O	-13	-2.2	20	-10	nt	9	4[16.7 µM]
COc1ccc(NC(=S)NNC(=O)c2ccccc2OC(F)F)cc1	0	nt	-3	nt	nt	nt	5
CC(=O)c1ccc(NC(=O)C(C)OC(=O)C2CCN(c3ccc(C(F)(F)F)cn3)CC2)cc1 (centres undefined)	0	-0.5	-53	-7	-8	-1	-9
O=C(CCCN1C(=O)/C(=C/c2cccs2)SC1=S)Nc1ccccc1O	4	-1.9	11	3	8	36	-4

Continued; it opens with the 2 that closed the last part.
smiles	FN deposit inh	CFTR F508del cor	GSIS activator	DENV2 CPE	PAX8 reporter	EWS-Fli inh	miR122 inh
CC(=O)c1ccc(NC(=O)C(C)OC(=O)C2CCN(c3ccc(C(F)(F)F)cn3)CC2)cc1 (centres undefined)	0	-0.5	-53	-7	-8	-1	-9
O=C(CCCN1C(=O)/C(=C/c2cccs2)SC1=S)Nc1ccccc1O	4	-1.9	11	3	8	36	-4
CCOC(=O)C1CCN(C(=O)c2ccccc2NS(=O)(=O)c2ccc(C)cc2)CC1	-1	-1.1	-9	2	-2	nt	-9
C[C@@H]1CN([C@@H](C)CO)C(=O)c2cc(NC(=O)c3ccncc3)ccc2O[C@@H](C)CCCCO[C@@H]1CN(C)Cc1ccncc1	-11	-1.5	24	2	-9	nt	1[16.7 µM]
Cn1c(-c2nonc2N)nc2ccccc21	-1	2.0	11	-3	-16	-1	-7
N/C(=N\OC(=O)CCCc1ccccc1)c1ccc(Br)cc1	19	-3.0	8	-1	-1	nt	2
CC1CCN(C(=O)CSc2nc3[nH]ncc3c(=O)[nH]2)CC1	4	nt	nt	?	-4	-12	nt
CC(=O)Nc1cccc(Oc2nc(-c3ccccn3)nc3ccccc23)c1	0	1.0	10	-5	-39	-2	15
C[C@H](NC(=O)COc1ccc(Cl)cc1)C(=O)N1CCC2(CC1)NCCc1[nH]cnc12	1	1.2	33	-7	-6	-4	2
COc1ccc(-c2noc(C3CCCN(C(=O)c4ccccc4)C3)n2)cc1 (centres undefined)	-12	-0.9	-15	1	-74	-55	0
C[C@@H]1CCCCO[C@@H](CN(C)Cc2ccc3c(c2)OCO3)[C@H](C)CN([C@H](C)CO)C(=O)c2cc(NS(=O)(=O)c3ccccc3)ccc2O1	-6	1.3	-16	-4	-9	7	-1[16.7 µM]
COCCC(=O)N1CCC(Oc2ccc(C(=O)N3C[C@H]4CC[C@H]3C4)cc2)CC1	-9	0.1	0	-2	2	5	-5
CCCC#Cc1ccc([C@H]2[C@@H](CO)N3C(=O)CN(S(=O)(=O)c4ccccc4C)C[C@@H]23)cc1	-8	-2.6	-8	0	nt	0	nt
O=C(NCCCc1ccccc1)C1CCN(S(=O)(=O)c2ccc(F)cc2)CC1	-20	-1.9	36	6	9	10	-5
Nc1c(C(=O)NCc2ccc(Cl)cc2)sc2nc3c(c(C(F)(F)F)c12)CCC3	10	nt	12	nt	nt	nt	-4
Cc1ccc(SCCC(=O)Nc2nccs2)cc1	-4	-0.2	-1	8	-6	-1	-1
COc1ccc(C(CC(=O)c2ccccc2)CC(=O)c2ccccc2)cc1OC	-2	-0.6	-3	8	-1	2	11
CC(C)NC(=O)N[C@H]1C=C[C@@H](CC(=O)O)O[C@@H]1CO	-1	-1.4	15	-1	-12	1	nt
Cc1ccc(NS(=O)(=O)c2ccc(NC(=O)N3CCCCC3)cc2)cc1	18	0.8	-15	7	20	13	12
FC(F)(F)Oc1ccc(NC(=S)Nc2ccc(OC(F)(F)F)cc2)cc1	-2	1.6	-12	0	-1	-1	nt
O=C(NCCc1ccc(F)cc1)c1cc(=O)c2ccccc2o1	nt	0.9	8	nt	23	-17	nt
C[C@@H]1CN([C@@H](C)CO)C(=O)CCCn2cc(nn2)CO[C@H]1CN(C)S(=O)(=O)c1cn(C)cn1	-4&3	-3.5&-0.2	4&7	-6&-6	-1&-20	-12&6	-6
Cc1noc(C)c1NC(=O)N[C@@H]1CC[C@@H](CC(=O)NCCCN(C)C)O[C@H]1CO	6	0.7	28	1	-2	4	-4[16.7 µM]
CC(=O)Cc1cc(O)c2ccccc2c1OC(=O)c1ccc(Br)cc1	9	-2.2	-34	-2	-1	-48	2
CCNC(=O)C[C@@H]1CC[C@H](NC(=O)C2CC2)[C@@H](CO)O1	-3	-1.1	2	4	2	4	5[16.7 µM]
COCCn1c(=S)[nH]c2cc(C(=O)N(CCO)Cc3ccccc3)ccc2c1=O	0	0.8	211	-1	-20	nt	-2
COc1cc(CNC(=O)c2cnc(C)cn2)cc(OC)c1	1	0.1	2	-2	-5	4	-2
Cc1cc(C)c2c(c1)SC1=NC(c3ccccc3)(C(F)(F)F)NC(=O)N12 (centres undefined)	-3	nt	nt	nt	-35	nt	3
O=C(CN1c2cccc3cccc(c23)S1(=O)=O)Nc1ccccc1Br	4	4.7	6	1	14	-11	-2
C[C@H]1CN([C@@H](C)CO)C(=O)Cc2cc(NC(=O)CCCCCC(=O)Nc3ccccc3N)ccc2O[C@H]1CN(C)S(=O)(=O)c1ccccc1	nt	0.6	0	-1	19	33	-15[16.7 µM]
COc1ccccc1/C=C1\N=C(C(C)(C)C)OC1=O	-3	-0.3	4	?	17	nt	-5
CC(=O)c1cccc(NC2c3ccccc3C(=O)N2Cc2ccc3c(c2)OCO3)c1 (centres undefined)	2	4.8	nt	-3	-4	10	nt

Remaining list, next part.
smiles	FN deposit inh	CFTR F508del cor	GSIS activator	DENV2 CPE	PAX8 reporter	EWS-Fli inh	miR122 inh
C=C1C(C(=O)Nc2ccccc2)C1C(=O)Nc1ccccc1 (centres undefined)	-5	1.8	11	-6	-19	7	0
CNC(=O)c1ccsc1NC(=O)C1CCCN1S(=O)(=O)c1cccs1 (centres undefined)	7	-0.5	4	2	nt	-2	-5
N#Cc1ccccc1OCC(=O)Nc1nc(-c2ccccn2)cs1	8	1.8	5	-1	43	8	-10
C/C=C/c1ccc2c(c1)O[C@@H](CN(C)Cc1ccccc1)[C@@H](C)CN([C@@H](C)CO)S2(=O)=O	5	4.3	-13	0	4	5	4[16.7 µM]
CS(=O)(=O)N(CC(=O)N1CCOCC1)Cc1ccccc1	0	nt	13	nt	nt	nt	3
CN(C)CCN=Cc1c(O)n(-c2ccc(S(=O)(=O)N3CCOCC3)cc2)c(=O)c2ccccc12	-1	-0.8	3	13	33	4	-2
CC1CCCC(=NNc2ccc3ccccc3n2)C1 (centres undefined)	nt	1.9	nt	5	-50	-12	0
CNC(=S)N/N=C/c1cccc(OCc2ccccc2F)c1	3	3.9	nt	?	-3	-26	nt
Cc1ccc(C)c(C(=O)Nc2nc3ccccc3[nH]2)c1	-1	0.2	45*	-2	-68	-49	4
CC(=O)c1cc(F)ccc1OCC(=O)Nc1ccc2c(c1)OCO2	-4	1.6	2	4	-219	-58	9
C[C@H](CO)N1C[C@H](C)[C@H](CN(C)C(=O)Nc2cccc3ccccc23)Oc2ncc(C#CC(C)(C)O)cc2C1=O	-7	-0.6	20	-1	nt	0	-1[16.7 µM]
O=C(CCN1CCCCC1)NCC[C@@H]1CC[C@H](NS(=O)(=O)c2cccc(Cl)c2)[C@H](CO)O1	-2	-0.8	2	0	8	3	nt

Screening data (PubChem)
